TCR act: activates T cell receptor signaling; AID 504894; Potency, µM (top dose mostly 9.22 µM), inactives show at the highest dose activation of IL-2 secretion, hits mostly activators; 330,000 tested, under 10 active; primary human leukocytes, anti-CD3, IL-2 HTRF, 48 h; further: % of control where 0% means no effect
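TCR engagement came from a-CD3 beads alone, with compounds added to primary human leukocytes for 48 hr. Secreted IL-2 bridged europium cryptate- and d2-labelled anti-IL-2 antibodies, giving FRET emission at 665nm after 320nm excitation.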
MBNL1 CUG block: inhibitors of human MBNL1 binding to CUG repeat RNA; TR-FRET MBNL1-His/biotin-(CUG)12 binding, 665/545 ratio; Potency, µM (top dose mostly 57.5 µM), without a hit: top-dose activity change, negative = inhibition, hits mostly inhibitors; actives 0.036% (n = 280,000); AID 2675; active means well fitted inhibition curve with a large enough effect in the signal ratio, with a control signal flat, not every such curve was filed as active; inconclusive means small, poorly fitted or top-dose-only effect, or effect the other way, or a change in a side signal; inactive means no such curve, though single readings can be large or run the other way; the % refers to the signal ratio; further: potency means the concentration at half of the fitted maximal effect; on the % scale 0 is the no-effect control and ±100 the full control effect
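TR-FRET between His-tagged MBNL1 and biotin-(CUG)12 RNA, detected with Tb anti-His antibody (0.055 ng/ul) and streptavidin-XL665 (5 nM), 60 min at room temperature. Compounds titrated 92 nM to 58 uM; 665/545 nm ratio normalized to buffer and complex controls.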
Menin MLL FP TR: menin-MLL binding inhibition, Texas Red mutant peptide; Menin + Texas Red MLL mutant peptide, fluorescence polarization; O00255; actives 0.23% (n = 270,000); Potency, µM (doses to about 61.6 µM), for the others: at the top dose FP activity change, negative = inhibition, hits mostly inhibitors; active means well fitted inhibition curve with a large enough effect in the polarisation, with a control signal flat, not every such curve was filed as active; inconclusive means small, poorly fitted or top-dose-only effect, or effect the other way, or a change in a side signal; inactive means no such curve, though single readings can be large or run the other way; the % refers to the polarisation; further: potency means the concentration at half of the fitted maximal effect; % of control where 0% means no effect; many of its hits are not listed in these tables
Target sequence (O00255 whole entry, looked up): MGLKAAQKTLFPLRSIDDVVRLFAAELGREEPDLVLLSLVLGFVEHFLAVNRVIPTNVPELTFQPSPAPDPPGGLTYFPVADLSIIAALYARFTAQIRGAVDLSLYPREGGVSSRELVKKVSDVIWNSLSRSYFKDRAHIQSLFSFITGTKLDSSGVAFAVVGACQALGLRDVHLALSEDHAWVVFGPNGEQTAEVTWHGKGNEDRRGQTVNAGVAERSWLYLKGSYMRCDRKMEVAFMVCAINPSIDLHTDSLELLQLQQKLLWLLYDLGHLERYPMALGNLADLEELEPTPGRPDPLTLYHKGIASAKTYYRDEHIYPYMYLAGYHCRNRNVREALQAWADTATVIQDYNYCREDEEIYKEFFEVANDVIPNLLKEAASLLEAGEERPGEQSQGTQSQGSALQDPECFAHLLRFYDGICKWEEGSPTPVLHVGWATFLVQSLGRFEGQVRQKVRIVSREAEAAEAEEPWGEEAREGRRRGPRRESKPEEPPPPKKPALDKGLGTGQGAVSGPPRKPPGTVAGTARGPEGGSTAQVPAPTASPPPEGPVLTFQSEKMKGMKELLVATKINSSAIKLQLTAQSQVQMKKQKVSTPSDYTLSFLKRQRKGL
CXXC DNA block: MLL CXXC-DNA interaction inhibition; MLL-CXXC / FITC-HOXA9 DNA fluorescence polarization; Potency, µM (top dose mostly 115 µM), without a hit: at the top dose activity change, negative = inhibition, usual class: inhibitors; actives 0.037% (n = 290,000); AID 2662; active means well fitted inhibition curve with a large enough effect in the polarisation, with a control signal flat, not every such curve was filed as active; inconclusive means small, poorly fitted or top-dose-only effect, or effect the other way, or a change in a side signal; inactive means no such curve, though single readings can be large or run the other way; the % refers to the polarisation; further: potency means the concentration at half of the fitted maximal effect
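Steps: dispense CXXC domain solution (7 uM) → pin compounds or unlabeled HOX-A9 DNA control → 5 min ambient → add FLSN-HOX-A9 solution (50 nM) → spin → 30 min ambient → fluorescence polarization. Tris pH 7.5/NaCl/DTT/BSA buffer.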
Integrin act MD: activators of alpha7 integrin expression for muscular dystrophy; Potency, µM (series often up to 38.3 µM), for the others: at the highest dose activation, actives largely listed as activators; alpha7betagal myoblasts, beta-gal FDG fluorescence, 48 h; actives 0.064% (n = 350,000);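 further: potency means the concentration at half of the fitted maximal effect; 100% = response of the positive control SU9516; nearly all actives have a fitted effect of over 60% in size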
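Alpha7betagal+/- myoblasts (passage 13) were plated 16-24 hr, then exposed to compounds (1:260 dilution of DMSO stock) for 48 hours at 37C. After MPER lysis, β-galactosidase reporter activity was read as FDG fluorescence (ex 480/em 540) after 30 minutes.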
PTAP TSG101 blk: blocks PTAP/TSG101 interaction to inhibit HIV-1 budding; Fluorescence polarization, FITC-PTAP peptide / Tsg101 binding; 340,000 tested, under 10 active; Potency, µM (series often up to 115 µM), inactives show at the highest dose activity change, negative = inhibition, hits mostly inhibitors; AID 493005; Q99816; active means well fitted inhibition curve with a large enough effect in the main read-out, with a control signal flat, not every such curve was filed as active; inconclusive means small, poorly fitted or top-dose-only effect, or effect the other way, or a change in a side signal; inactive means no such curve, though single readings can be large or run the other way; further: potency means the concentration at half of the fitted maximal effect; % of control where 0% means no effect
Target sequence (Q99816 whole entry, looked up): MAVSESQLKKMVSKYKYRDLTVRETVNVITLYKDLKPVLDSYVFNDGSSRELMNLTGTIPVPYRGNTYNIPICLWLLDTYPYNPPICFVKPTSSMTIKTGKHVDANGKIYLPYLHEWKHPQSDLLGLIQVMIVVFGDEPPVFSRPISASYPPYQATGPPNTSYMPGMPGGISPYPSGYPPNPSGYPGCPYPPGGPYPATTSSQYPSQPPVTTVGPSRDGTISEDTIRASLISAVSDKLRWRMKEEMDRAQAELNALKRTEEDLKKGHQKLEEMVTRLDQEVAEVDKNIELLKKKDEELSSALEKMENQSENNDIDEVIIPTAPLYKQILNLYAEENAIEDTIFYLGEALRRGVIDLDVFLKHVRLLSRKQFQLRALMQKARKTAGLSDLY
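Fluorescence polarization binding of Tsg101 binding domain (10 uM final) to FITC-labeled PTAP peptide (50 nM final) in HEPES pH 7.5 buffer with NaCl, Tween 20, EDTA, TCEP. Compounds added before peptide; binding 20 min at RT.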
TSHR antagonist: blocks TSH signaling through the human TSH receptor | P16473 | TSHR-expressing cells, TSH-stimulated cAMP HTRF, 2 h; hits give low values | activity change, negative = inhibition, % at 11.5 µM | actives 0.2% (n = 330,000) | AID 504810;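 active means activity change below a set negative limit, meaning inhibition stronger than a set level, cut at about -70% in these data; inconclusive means activity change between two set negative limits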; further: on the % scale 0 is the no-effect control and ±100 the full control effect
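Read-out is FRET at 665 nm (cryptate excitation 337 nm) from a cryptate-tagged anti-cAMP antibody, competed by cell cAMP against cAMP-d2. Compounds are tested on freshly harvested TSHR cells challenged with 4nM TSH (EC80) for 2 hours at 37 deg C.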
ASM inhibitor: blocks human secretory acid sphingomyelinase; P17405; placental ASM, HMU-PC fluorogenic substrate, 60 min; Potency, µM (highest dose often 57.5 µM), inactives show at the highest dose activity change, negative = inhibition, usual class: inhibitors; actives 0.006% (n = 340,000); AID 504937; further: potency means the concentration at half of the fitted maximal effect
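Fluorescence read-out (Ex 386 nm, Em 447 nm) after stopping the reaction at pH 10. Enzyme: ASM from human placenta; substrate HMU-PC0, 9 uM final; 60 min, 37 °C. Compound preincubation 10 min, ambient temperature.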
Mito fusion yeast: inhibitors of mitochondrial division or activators of mitochondrial fusion | S. cerevisiae fusion-defective mutant growth rescue, CellTiterGlo 48 h | Potency, µM (highest dose often 46.1 µM), for inactives: at the highest dose growth rescue (activation), hits mostly activators | actives 0.23% (n = 320,000);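 further: potency means the concentration at half of the fitted maximal effect; % of control where 0% means no effect; nearly all actives have a fitted effect of over 45% in size; temperature-sensitive fusion mutants such as fzo1-1 at 37 °C on non-fermentable ethanol glycerol medium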
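Temperature-sensitive fusion-defective S. cerevisiae (e.g. fzo1-1, mgm1-5) were grown with compound in YPEG medium (3% ethanol, 3% glycerol) for 48 hours at 37C. Growth rescue was measured as viability by CellTiterGlo luminescence after 10 minutes at ambient.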
A-T KAP1 phos: potential ataxia-telangiectasia treatments restoring KAP-1 phosphorylation. […] A-T fibroblasts, KAP-1 phosphorylation AlphaLISA; neocarzinostatin DNA damage 30 min before lysis. Potency, µM (titrated, usually from 57.5 µM), for inactives: at the top dose activation, actives largely listed as activators. actives 0.19% (n = 320,000). AID 485349; further: potency means the concentration at half of the fitted maximal effect; % of control where 0% means no effect; nearly all actives have a fitted effect of over 45% in size
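ATM-like activity read as KAP-1 phosphorylation via AlphaLISA donor/acceptor antibody pairs after lysis and 6 hr at 25C. Cells were ATM-null patient fibroblasts ([…], hTERT), dosed 60 min, then exposed to the DSB inducer NCS for 30 min.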
* = called active by the depositor; ? = inconclusive; nt = no result given; [ ] = another dose, or the depositor's remark. Unless noted, the call rests on the fitted dose curve; in most records, active means well fitted curve in the direction sought with a large enough effect; inconclusive means small, poorly fitted or top-dose-only effect, or another doubt; inactive means no such curve, though single readings can be large; an effect the other way counts as inactive or inconclusive.

SMILES	TCR act	MBNL1 CUG block	Menin MLL FP TR	CXXC DNA block	Integrin act MD	PTAP TSG101 blk	TSHR antagonist	ASM inhibitor	Mito fusion yeast	A-T KAP1 phos
CCOc1ccc(NC(=O)c2ccccc2NC(=O)CN2CCCCCC2)cc1	-45%	nt	nt	nt	16%	0%	1	0%	2%	11%
CCC(C)NC(=O)c1ccccc1NC(=O)CN(c1cc(C)ccc1OC)S(C)(=O)=O (stereo not drawn)	11%	0%	1%	-8%	-18%	-6%	2	5%	0%	6%
OC(COc1ccc(Cl)cc1)CN1CCN(c2ccccn2)CC1 (stereo not drawn)	-5%	nt	nt	nt	-9%	-2%	nt	-4%	nt	nt
O=C(/C=C/c1ccccc1)NNC(=O)c1cccc(Cl)c1	-5%	1%	5%	5%	-14%	-4%	-3	-2%	4%	-2%
Cc1ccc(NC2=C(Cl)C(=O)OC2OC(=O)c2ccc(C)cc2)cc1 (stereo not drawn)	-3%	-5%	13%	46%[activator]	-6%	-2%	-24	-16%	-2%	3%
O=C(c1ccccc1N(Cc1ccccc1)S(=O)(=O)c1ccccc1)N1CCOCC1	-6%	-11%	-27%	1%	?	-1%	28	-4%	0%	16%
CCC(C)NC(=O)Nc1ccc2c(c1)N(C)C(=O)c1ccccc1S2 (stereo not drawn)	-5%	8%	10%	-1%	7%	-1%	-6	-3%	0%	nt
C=CCn1c(SCc2c(C)noc2C)nnc1C1COc2ccccc2O1 (stereo not drawn)	5%	0%	-7%	2%	-21%	-7%	-10	-2%	14%	9%
COc1ccc2c(c1)CC(C(=O)Nc1ccc(Cl)cc1)/C(=N/O)O2 (stereo not drawn)	-2%	4%	?	48%[activator]	45%	-1%	3	1%	10%	-11%
COc1ccc(CCNC(=O)c2ccc(CN3CCOCC3)cc2)cc1	1%	-18%	-8%	5%	5%	-6%	15	5%	-5%	nt
COc1ccc(CCOC(=O)c2cccc(NC(C)=O)c2)cc1	-3%	3%	nt	1%	17%	-3%	-2	2%	2%	5%
CC(Oc1cc2oc(=O)c3c(c2cc1Cl)CCCC3)C(=O)NCc1cccnc1 (stereo not drawn)	1%	-2%	4%	-2%	-11%	-2%	-6	-1%	-36%[inhibitor]	10%
O=C(CN1CCOc2ccccc21)N1CCN(c2cccc(Cl)c2)CC1	-13%	nt	nt	nt	-4%	-6%	nt	-5%	nt	nt
CC(SCc1ccccc1)C(=O)Nc1ccccc1 (stereo not drawn)	-3%	-6%	5%	4%	?	2%	-14	4%	-3%	3%
CC(=O)c1ccc(N(C(=O)c2csnn2)C(C(=O)NC2CCCC2)c2ccccc2)cc1 (stereo not drawn)	-25%	3%	13%	0%	?	-1%	13	8%	-1%	-2%
Cc1cccnc1NC(=O)CCCc1c[nH]c2ccccc12	1%	-4%	nt	10%	23%	-6%	1	2%	-7%	9%
c1nc(N2CCOCC2)c2[nH]cnc2n1	-3%	nt	nt	nt	-18%	2%	nt	1%	nt	nt
COc1ccc(CCNC(=O)c2ccccc2NC(=O)CN2CCN(c3ccccc3O)CC2)cc1	-2%	nt	nt	nt	18%	0%	1	nt	4%	-1%
CCN(c1ccccc1)S(=O)(=O)c1cc(NC(=O)CN2CCN(C)CC2)ccc1Cl	2%	nt	nt	nt	-35%	-1%	1	-1%	nt	-7%
Cc1cc(C(=O)NC(C)C2CCCO2)c(C)o1 (stereo not drawn)	nt	-5%	-25%	-3%	-4%	0%	15	2%	-2%	-5%
COc1cccc(CN2C(=O)C3(C(C#N)=C(N)OC4=C3C(=O)CCC4)c3ccccc32)c1 (stereo not drawn)	5%	0%	-21%	-7%	0%	-3%	-1	-2%	2%	9%
Cn1cc(Br)c(C(=O)NNC(=O)c2ccccc2)n1	3%[46.1 µM]	nt	-16%	-2%	12%	-3%	-8	5%	-4%	-2%
COc1ccc(NC(=O)c2ccco2)cc1N	-5%	-8%	-19%	-10%	6%	-2%	-1	-3%	?	nt
CCOc1cc2c(cc1OCC)C(c1ccc(C(=O)O)cc1)NCC2 (stereo not drawn)	-7%	-2%	-4%	1%	4%	-5%	-1	4%	-4%	6%

Sorted by number of heavy atoms (descending): some entries from above
SMILES	TCR act	MBNL1 CUG block	Menin MLL FP TR	CXXC DNA block	Integrin act MD	PTAP TSG101 blk	TSHR antagonist	ASM inhibitor	Mito fusion yeast	A-T KAP1 phos
CCOc1ccc(NC(=O)c2ccccc2NC(=O)CN2CCCCCC2)cc1	-45%	nt	nt	nt	16%	0%	1	0%	2%	11%
CCC(C)NC(=O)Nc1ccc2c(c1)N(C)C(=O)c1ccccc1S2 (stereo not drawn)	-5%	8%	10%	-1%	7%	-1%	-6	-3%	0%	nt
COc1ccc2c(c1)CC(C(=O)Nc1ccc(Cl)cc1)/C(=N/O)O2 (stereo not drawn)	-2%	4%	?	48%[activator]	45%	-1%	3	1%	10%	-11%

Eleven of the compounds above, with two lines to a compound.
Value order: TCR act	MBNL1 CUG block	Menin MLL FP TR	CXXC DNA block	Integrin act MD	PTAP TSG101 blk	TSHR antagonist	ASM inhibitor	Mito fusion yeast	A-T KAP1 phos
CCOc1ccc(NC(=O)c2ccccc2NC(=O)CN2CCCCCC2)cc1
  -45%	nt	nt	nt	16%	0%	1	0%	2%	11%
CCC(C)NC(=O)c1ccccc1NC(=O)CN(c1cc(C)ccc1OC)S(C)(=O)=O (stereo not drawn)
  11%	0%	1%	-8%	-18%	-6%	2	5%	0%	6%
OC(COc1ccc(Cl)cc1)CN1CCN(c2ccccn2)CC1 (stereo not drawn)
  -5%	nt	nt	nt	-9%	-2%	nt	-4%	nt	nt
O=C(/C=C/c1ccccc1)NNC(=O)c1cccc(Cl)c1
  -5%	1%	5%	5%	-14%	-4%	-3	-2%	4%	-2%
Cc1ccc(NC2=C(Cl)C(=O)OC2OC(=O)c2ccc(C)cc2)cc1 (stereo not drawn)
  -3%	-5%	13%	46%[activator]	-6%	-2%	-24	-16%	-2%	3%
O=C(c1ccccc1N(Cc1ccccc1)S(=O)(=O)c1ccccc1)N1CCOCC1
  -6%	-11%	-27%	1%	?	-1%	28	-4%	0%	16%
CCC(C)NC(=O)Nc1ccc2c(c1)N(C)C(=O)c1ccccc1S2 (stereo not drawn)
  -5%	8%	10%	-1%	7%	-1%	-6	-3%	0%	nt
C=CCn1c(SCc2c(C)noc2C)nnc1C1COc2ccccc2O1 (stereo not drawn)
  5%	0%	-7%	2%	-21%	-7%	-10	-2%	14%	9%
COc1ccc2c(c1)CC(C(=O)Nc1ccc(Cl)cc1)/C(=N/O)O2 (stereo not drawn)
  -2%	4%	?	48%[activator]	45%	-1%	3	1%	10%	-11%
COc1ccc(CCNC(=O)c2ccc(CN3CCOCC3)cc2)cc1
  1%	-18%	-8%	5%	5%	-6%	15	5%	-5%	nt
COc1ccc(CCOC(=O)c2cccc(NC(C)=O)c2)cc1
  -3%	3%	nt	1%	17%	-3%	-2	2%	2%	5%

Screens deposited in PubChem by National Center for Advancing Translational Sciences (NCATS).

Some of the compounds tested. The share of hits here may be higher or lower than overall.
